Screens (PubChem BioAssay)
PTHR1 ag: agonists of human PTHR1 parathyroid hormone receptor | Q03431 | HEK293 GP2 PTHR1 cells, GloSensor cAMP luminescence, 1 h | Potency, µM (titrated, usually from 115 µM), for the others: at the top dose activation, hits mostly activators | actives 0.075% (n = 410,000) | AID 743266; further: potency means the concentration at half of the fitted maximal effect; nearly all actives have a fitted effect of over 55% in size; some results filed as inactive show a strong effect at the top dose; inactives centre near -15; many of its hits are not listed in these tables
Target sequence (Q03431 whole entry, looked up): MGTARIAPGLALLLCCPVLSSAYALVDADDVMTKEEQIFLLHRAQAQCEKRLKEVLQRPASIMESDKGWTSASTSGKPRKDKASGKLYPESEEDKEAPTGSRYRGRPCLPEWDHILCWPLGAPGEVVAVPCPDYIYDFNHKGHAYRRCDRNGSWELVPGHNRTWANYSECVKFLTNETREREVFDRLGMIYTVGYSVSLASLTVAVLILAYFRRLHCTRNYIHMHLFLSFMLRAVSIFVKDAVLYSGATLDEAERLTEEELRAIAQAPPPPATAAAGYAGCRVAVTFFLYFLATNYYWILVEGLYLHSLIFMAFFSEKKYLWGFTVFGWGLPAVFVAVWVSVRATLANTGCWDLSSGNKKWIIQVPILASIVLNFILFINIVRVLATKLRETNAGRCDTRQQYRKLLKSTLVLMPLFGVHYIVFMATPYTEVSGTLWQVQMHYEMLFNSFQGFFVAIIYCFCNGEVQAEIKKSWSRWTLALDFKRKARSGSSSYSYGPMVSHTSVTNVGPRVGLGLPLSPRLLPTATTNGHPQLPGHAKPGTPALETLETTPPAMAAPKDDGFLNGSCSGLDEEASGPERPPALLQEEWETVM
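HEK-293-derived GP2 cells expressing PTHR1 and a GloSensor cAMP reporter, 3,000/well, plated overnight, given luciferin plus IBMX (each 0.5 mM as added) for 1 h at 37 °C, then compound for 1 h at 37 °C. Luminescence was read after 15 min at room temperature.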
GLP1R cytotox: cytotoxicity counter-screen for GLP-1 receptor inverse agonists | actives 0.13% (n = 410,000) | Potency, µM (top dose mostly 38.3 µM), for the others: top-dose activity change, negative = inhibition, hits mostly inhibitors | HEK293 cAMP-luciferase reporter cells, luminescence, 24 h;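 further: loss of luciferase light is scored as toxicity; potency means the concentration at half of the fitted maximal effect; on the % scale 0 is the no-effect control and ±100 the full control effect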
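Compound-treated cells are incubated 24 hr at 37 deg C under 5% CO2 after a 12 hour attachment period, then luciferase detection reagent is added and luminescence is measured following 12 min at room temperature; lowered signal indicates toxicity.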
KB-V1 cytotox: KB-V1 MDR subline cytotoxicity | KB-V1 MDR cells viability, CellTiter-Glo, 72 h | Potency, µM (highest dose often 46.1 µM), without a hit: top-dose activity change, negative = cytotoxicity, hits mostly cytotoxic | actives 3.4% (n = 400,000); further: potency means the concentration at half of the fitted maximal effect; on the % scale 0 is the no-effect control and ±100 the full control effect; nearly all actives have a fitted effect of over 60% in size
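qHTS viability screen in drug-selected KB-V1 MDR cells: 72 h compound treatment at 37 degrees C, ATP luminescence end point.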
GLP-1R inv ag: acts as inverse agonist at human GLP-1 receptor | HEK293 GLP-1R CRE-luciferase, luminescence, 24 h; GLP-1R form is constitutively active | P43220 | actives 1.6% (n = 410,000) | Potency, µM (titrated, usually from 38.3 µM), without a hit: at the highest dose activity change, negative = inhibition, hits mostly inhibitors; further: potency means the concentration at half of the fitted maximal effect; on the % scale 0 is the no-effect control and ±100 the full control effect; nearly all actives have a fitted effect of over 55% in size
Target sequence (P43220 whole entry, looked up): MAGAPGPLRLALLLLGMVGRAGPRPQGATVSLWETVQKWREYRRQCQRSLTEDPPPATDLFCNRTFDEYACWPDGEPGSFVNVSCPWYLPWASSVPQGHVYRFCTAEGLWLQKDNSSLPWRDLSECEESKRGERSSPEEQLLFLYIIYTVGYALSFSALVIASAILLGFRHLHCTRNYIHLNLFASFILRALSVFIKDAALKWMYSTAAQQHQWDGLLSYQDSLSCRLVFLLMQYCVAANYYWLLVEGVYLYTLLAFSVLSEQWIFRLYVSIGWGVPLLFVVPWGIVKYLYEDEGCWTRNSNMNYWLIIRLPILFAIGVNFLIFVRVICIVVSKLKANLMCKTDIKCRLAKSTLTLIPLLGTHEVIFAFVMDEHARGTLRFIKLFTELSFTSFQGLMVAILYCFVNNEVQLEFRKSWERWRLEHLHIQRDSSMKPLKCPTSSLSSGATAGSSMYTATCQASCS
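Constitutively active GLP-1R drives a cAMP-responsive luciferase in stably transfected HEK293 cells; test compounds are added after overnight (12 h) attachment and left 24 hr, and signal loss in luminescence marks inhibition.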
DRD3 agonist: D3 dopamine receptor (human) agonism. P35462. D3R DiscoveRx beta-arrestin cells, luminescence, 90 min. max activation, %. actives 0.58% (n = 410,000). AID 652048; in the data active means max activation above about 30%; further: 0% is about no effect; mostly tested at two doses, the higher about 12 µM
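Cells at 1500/well, incubated overnight, then treated with pinned compounds (dopamine as control) for 90 min at 37 degrees C. DiscoveRx reagent added for 30 - 60 minutes at room temperature; luminescence read.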
aSyn yeast inh: inhibitors of alpha-synuclein toxicity in yeast; Yeast expressing alpha-synuclein, growth rescue, BacTiter-Glo, 24 h; Potency, µM (highest dose often 46.1 µM), without a hit: top-dose growth rescue (activation), most hits filed as activators; actives 0.14% (n = 370,000); further: potency means the concentration at half of the fitted maximal effect; % of control where 0% means no effect; nearly all actives have a fitted effect of over 65% in size
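Screening used galactose-induced yeast with toxic alpha-synuclein levels, exposed to compound for 24 hr at 30 deg C. Cell growth, read with BacTiter-Glo luminescence, gave the measured signal.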
DRD3 antagonist: D3 dopamine receptor (human) antagonism | actives 2.5% (n = 360,000) | D3R cells, DiscoveRx beta-arrestin luminescence, antagonist mode; stronger effect = lower value | max response, negative = inhibition, % | AID 652054; in the data active means max response below about -50%; inconclusive means no clear call, values can overlap the other calls; further: on the % scale 0 is the no-effect control and ±100 the full control effect; mostly tested at two doses, the higher about 12 µM
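Cells expressing the human receptor were seeded at 1500 cells/well, incubated overnight at 37 degrees C in 5% CO2, then exposed to library compounds with dopamine controls for 90 minutes at 37 degrees C before luminescent detection.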
TDP43 rescue: inhibitors of TDP-43 toxicity in yeast; TDP-43 expressing yeast growth rescue, BacTiter-Glo, 24 h; Potency, µM (series often up to 46.1 µM), inactives show at the top dose growth rescue (activation), actives largely listed as activators; actives 1.8% (n = 410,000); AID 652104; further: potency means the concentration at half of the fitted maximal effect; % of control where 0% means no effect; nearly all actives have a fitted effect of over 50% in size
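Yeast expressing TDP-43 (pregrown in raffinose, seeded at OD600=0.02 in galactose medium) exposed to compounds 24 hr at 30 deg C. Growth read by BacTiter-Glo luminescence; rescue of toxicity appears as increased signal.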
GLP-1R agonist: GLP-1 receptor (human) agonism; P43220; Potency, µM (doses to about 45.6 µM), for inactives: at the top dose activation, most hits filed as activators; HEK293 GLP-1R CRE-luciferase, luminescence, 4-6 h; cells express a hypersensitive GLP-1R form; actives 0.007% (n = 380,000); further: potency means the concentration at half of the fitted maximal effect; % of control where 0% means no effect
The depositor's hits bear a star; [ ] = dose if it differs, or a comment. Unless noted, the call rests on the fitted dose curve; in most records, active means well fitted curve in the direction sought with a large enough effect; inconclusive means small, poorly fitted or top-dose-only effect, or another doubt; inactive means no such curve, though single readings can be large; an effect the other way counts as inactive or inconclusive.

`CC(C)CCc1noc(CN(C)CC2CCN(Cc3ccccc3)CC2)n1` gave PTHR1 ag -16%, GLP1R cytotox 0%[7.66 µM], KB-V1 cytotox inconclusive, GLP-1R inv ag -8%[7.66 µM], DRD3 agonist -11, aSyn yeast inh -1%, DRD3 antagonist -23, TDP43 rescue -3% and GLP-1R agonist 0%.
Fc1ccc(-n2cc(-c3ccccc3)c3c(=S)nc[nH]c32)cc1 was read as PTHR1 ag -19%, GLP1R cytotox -2%, KB-V1 cytotox 0%, GLP-1R inv ag inconclusive, DRD3 agonist -4, aSyn yeast inh -18%, DRD3 antagonist -2, TDP43 rescue inconclusive and GLP-1R agonist 20%.
`CC1(C)OC(=O)C(=CNc2ncccn2)C(=O)O1` gave PTHR1 ag inactive, GLP1R cytotox -8%, KB-V1 cytotox 1%, GLP-1R inv ag -3%, DRD3 agonist -16, aSyn yeast inh 1%, DRD3 antagonist -68*, TDP43 rescue -19% and GLP-1R agonist -10%.
For Cc1ccc2c(c1)[C@H]1[C@H](CO2)[C@H](c2ccccc2)[C@]2(C)C(=O)Nc3ccccc3C(=O)N12 the results were PTHR1 ag inactive, GLP1R cytotox 15%, KB-V1 cytotox inconclusive, GLP-1R inv ag 9%, DRD3 agonist -5, aSyn yeast inh -5%, DRD3 antagonist inconclusive, TDP43 rescue 10% and GLP-1R agonist -3%.
Screening CCOC(=O)N1CCN(C(=O)Cc2cccs2)CC1 returned PTHR1 ag 15%[57.5 µM], GLP1R cytotox 2%, KB-V1 cytotox 4%, GLP-1R inv ag 1%, DRD3 agonist 3, aSyn yeast inh -2%, DRD3 antagonist 38, TDP43 rescue -13% and GLP-1R agonist 19%.
Screening CCN(CC)CCOc1ccc(-c2c(C)c3c(ccc4ccccc43)oc2=O)cc1 returned PTHR1 ag inactive, GLP1R cytotox 6%, KB-V1 cytotox 3%, GLP-1R inv ag inconclusive, DRD3 agonist 0, aSyn yeast inh -2%, DRD3 antagonist -20, TDP43 rescue 1% and GLP-1R agonist 6%.
CN1CCN(NC(=O)c2cn(-c3ccccc3)nc2-c2cccs2)CC1 was read as PTHR1 ag -5%, GLP1R cytotox 1%, KB-V1 cytotox 4%, GLP-1R inv ag -20%, DRD3 agonist 1, aSyn yeast inh -5%, DRD3 antagonist 25, TDP43 rescue -6% and GLP-1R agonist 9%.
CN(C)C(=O)COc1ccc(S(=O)(=O)c2ccc(OCC(=O)N(C)C)cc2)cc1 was read as PTHR1 ag inactive, GLP1R cytotox 1%, KB-V1 cytotox 24%, GLP-1R inv ag 21%, DRD3 agonist 14, aSyn yeast inh -6%, DRD3 antagonist -11, TDP43 rescue -10% and GLP-1R agonist 5%.
`O=C1CCC(C(=O)OC(C(=O)Nc2ccc([N+](=O)[O-])cc2Br)c2ccccc2)=NN1` (stereo not drawn) gave PTHR1 ag -39%[inhibitor], GLP1R cytotox -10%, KB-V1 cytotox 3%, GLP-1R inv ag inconclusive, DRD3 agonist 3, aSyn yeast inh 15%, DRD3 antagonist 1, TDP43 rescue 20% and GLP-1R agonist 12%.
For Cc1cc(Cl)ccc1OCC(=O)NNC(=O)c1cnccn1 the results were PTHR1 ag -15%, GLP1R cytotox 1%, KB-V1 cytotox -24%, GLP-1R inv ag -1%, DRD3 agonist 5, aSyn yeast inh inconclusive, DRD3 antagonist -4, TDP43 rescue 12% and GLP-1R agonist 4%.
CCOC(=O)C1(CCOc2ccccc2)CCN(Cc2ccc(C(=O)OC)cc2)CC1 was read as PTHR1 ag -29%, GLP1R cytotox 2%, KB-V1 cytotox 0%, GLP-1R inv ag inconclusive, DRD3 agonist -27, aSyn yeast inh 5%, DRD3 antagonist -60*, TDP43 rescue 10% and GLP-1R agonist 7%.
CCn1ncc(C2=NOC(C(=O)Nc3cccc(O)c3)C2)c1C (stereo not drawn) was read as PTHR1 ag -2%, GLP1R cytotox 1%, KB-V1 cytotox 0%, GLP-1R inv ag 8%, DRD3 agonist 3, aSyn yeast inh 1%, DRD3 antagonist 9, TDP43 rescue 4% and GLP-1R agonist 13%.

Next section, starting with the last two of the part before.
CCOC(=O)C1(CCOc2ccccc2)CCN(Cc2ccc(C(=O)OC)cc2)CC1 was read as PTHR1 ag -29%, GLP1R cytotox 2%, KB-V1 cytotox 0%, GLP-1R inv ag inconclusive, DRD3 agonist -27, aSyn yeast inh 5%, DRD3 antagonist -60*, TDP43 rescue 10% and GLP-1R agonist 7%.
CCn1ncc(C2=NOC(C(=O)Nc3cccc(O)c3)C2)c1C (stereo not drawn) was read as PTHR1 ag -2%, GLP1R cytotox 1%, KB-V1 cytotox 0%, GLP-1R inv ag 8%, DRD3 agonist 3, aSyn yeast inh 1%, DRD3 antagonist 9, TDP43 rescue 4% and GLP-1R agonist 13%.
For CCOC(=O)c1cccc(NC(=O)Nc2ccc3c(c2)N(C)C(=O)c2ccccc2S3)c1 the results were PTHR1 ag -53%[inhibitor], GLP1R cytotox 5%, KB-V1 cytotox 3%, GLP-1R inv ag inconclusive, DRD3 agonist 6 and TDP43 rescue 14%.
For CNC(=O)C1CCC(Cn2c(=O)c3sccc3n(CC(=O)Nc3ccc(C)cc3C)c2=O)CC1 (stereo not drawn) the results were PTHR1 ag inactive, GLP1R cytotox 10%, KB-V1 cytotox 19%, GLP-1R inv ag 3%, DRD3 agonist 1 and TDP43 rescue 12%.
Screening COC(=O)CCCCCC(CCC(=O)OC)NC(C)=O (stereo not drawn) returned PTHR1 ag inconclusive, GLP1R cytotox 0%, KB-V1 cytotox inconclusive, GLP-1R inv ag -8%, DRD3 agonist -1, aSyn yeast inh -5%, DRD3 antagonist 13, TDP43 rescue 5% and GLP-1R agonist -15%.
`Cc1cc(NC(=O)COn2nnc3ccccc32)no1` gave PTHR1 ag inconclusive, GLP1R cytotox 9%, KB-V1 cytotox -5%, GLP-1R inv ag -26%, DRD3 agonist -9, aSyn yeast inh -4%, DRD3 antagonist -12, TDP43 rescue -14% and GLP-1R agonist -20%.
O=C(Nc1ccc(Cl)c(Cl)c1)N1N=CCC1c1ccccc1 (stereo not drawn) was read as PTHR1 ag 0%, GLP1R cytotox -10%, KB-V1 cytotox -4%, GLP-1R inv ag inconclusive, DRD3 agonist -11, aSyn yeast inh -16%, DRD3 antagonist -17, TDP43 rescue 22µM* and GLP-1R agonist 13%.
`COc1cccc(CN2CCC2(C)C(=O)Nc2ccc3c(c2)OCO3)c1F` (stereo not drawn) gave PTHR1 ag -41%[inhibitor], GLP1R cytotox 1%, KB-V1 cytotox inconclusive, GLP-1R inv ag inconclusive, DRD3 agonist 11, aSyn yeast inh 1%, DRD3 antagonist -10, TDP43 rescue -7% and GLP-1R agonist 9%.
Screening COc1ccc(C)cc1NC(=S)N1CC(C)OC(C)C1 (stereo not drawn) returned PTHR1 ag -11%, GLP1R cytotox 2%, KB-V1 cytotox 7%, GLP-1R inv ag 8%, DRD3 agonist -2, aSyn yeast inh 15%, DRD3 antagonist 19, TDP43 rescue 13% and GLP-1R agonist -5%.
`O=C(NNC1=NCCC1)c1cccc(S(=O)(=O)N2CCCC2)c1` gave PTHR1 ag -1%, GLP1R cytotox -13%, KB-V1 cytotox 8%, GLP-1R inv ag 14%, DRD3 agonist 3, aSyn yeast inh -6%, DRD3 antagonist -15, TDP43 rescue -19%[0.397 µM] and GLP-1R agonist 0%.
Screening CCCCN(C=O)c1c(CC)nc2c(OCC3CCCCC3)cccn12 returned PTHR1 ag 5%, GLP1R cytotox -9%, KB-V1 cytotox -29%, GLP-1R inv ag inconclusive, DRD3 agonist -5, aSyn yeast inh 12%, DRD3 antagonist 5, TDP43 rescue -13% and GLP-1R agonist 10%.
For CC(=O)NC1=NN(C(C)=O)C(C)(c2ccccc2)S1 (stereo not drawn) the results were PTHR1 ag -6%[57.5 µM], GLP1R cytotox inconclusive, KB-V1 cytotox 7.3µM*, GLP-1R inv ag inconclusive, DRD3 agonist -6, aSyn yeast inh -3%, DRD3 antagonist 11, TDP43 rescue -8% and GLP-1R agonist -1%.
For CCOC(=O)/C=C1\CC(C(=O)OCC)Oc2ccccc21 (stereo not drawn) the results were PTHR1 ag -22%, GLP1R cytotox 3%, KB-V1 cytotox -3%, GLP-1R inv ag -11%, DRD3 agonist -9, aSyn yeast inh 4%, DRD3 antagonist 4, TDP43 rescue 14% and GLP-1R agonist 8%.
For O=C(Nc1ccccc1)c1ccc[n+](Cc2ccc([N+](=O)[O-])cc2)c1 the results were PTHR1 ag inactive, GLP1R cytotox 3%, KB-V1 cytotox 0%, GLP-1R inv ag 9%, DRD3 agonist -25, aSyn yeast inh -3%, DRD3 antagonist -56*, TDP43 rescue 21% and GLP-1R agonist -11%.
For COc1cccc(/C=N/NC(=O)c2nnn(-c3nonc3N)c2C(C)C)c1 the results were PTHR1 ag -59%[inhibitor], GLP1R cytotox 3%, KB-V1 cytotox -2%, GLP-1R inv ag inconclusive, DRD3 agonist 2, aSyn yeast inh -2%, DRD3 antagonist -25, TDP43 rescue -19% and GLP-1R agonist 8%.
`Cc1cc(C)cc(NC(=O)COc2coc(CN3CCN(c4ccccc4)CC3)cc2=O)c1` gave PTHR1 ag inactive, GLP1R cytotox -29%, KB-V1 cytotox -5%, GLP-1R inv ag inconclusive, DRD3 agonist -4, aSyn yeast inh -6%, DRD3 antagonist 15, TDP43 rescue 22% and GLP-1R agonist -8%.
Screening CN1CCN(CCC(=O)N/N=C/c2cc([N+](=O)[O-])ccc2OC(F)F)CC1 returned PTHR1 ag -8%, GLP1R cytotox 2%, KB-V1 cytotox 4%, GLP-1R inv ag 8%, DRD3 agonist -5, aSyn yeast inh -2%, DRD3 antagonist -4, TDP43 rescue -13% and GLP-1R agonist 10%.

A portion of the library; count on the stated rates, not on these rows.
